Assay outcomes from PubChem.
HIF-2a inh: HIF-2a reporter inhibitors, primary screen, luminescence, 786-0 RCC cells; inhibition, % at 18.8 µM; 786-0 RCC cells HIF-2a reporter, luciferase luminescence, overnight; actives 0.72% (n = 360,000);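 active = inhibition of the luminescence signal of 40% or more relative to plate controls, in a single-dose primary screen at 18.75 µM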
C8 TRAIL sens: viability loss with TRAIL in NB7+C8 cells, primary screen, TRAIL sensitizer project, cell-based, ATPlite luminescence | inhibition (viability loss, TRAIL sensitization), % at 10 µM | actives 1% (n = 360,000) | AID 624354, 2012;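 active = compounds causing at least 50% loss of cell viability in the single-dose screen, relative to plate controls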
NR2E3 ag-1: inhibitors of NR2E3-RetCOR corepressor binding, primary screen, NR2E3 agonist project, biochemical, TR-FRET, GST-NR2E3, biotin-RetCOR. Photoreceptor-specific nuclear receptor (Homo sapiens), Q9Y5X4. 1536-well. inhibition of corepressor binding, % at 4.78 µM. actives 0.12% (n = 320,000). AID 2300, 2010;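 active = percent inhibition above the cutoff of mean plus 3 SD of all tested compounds, set per screening campaign, cut at about 20% in these data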;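 note: 0% = DMSO wells and 100% = biotin wells as full block of FRET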
Target sequence (Q9Y5X4 whole entry, looked up): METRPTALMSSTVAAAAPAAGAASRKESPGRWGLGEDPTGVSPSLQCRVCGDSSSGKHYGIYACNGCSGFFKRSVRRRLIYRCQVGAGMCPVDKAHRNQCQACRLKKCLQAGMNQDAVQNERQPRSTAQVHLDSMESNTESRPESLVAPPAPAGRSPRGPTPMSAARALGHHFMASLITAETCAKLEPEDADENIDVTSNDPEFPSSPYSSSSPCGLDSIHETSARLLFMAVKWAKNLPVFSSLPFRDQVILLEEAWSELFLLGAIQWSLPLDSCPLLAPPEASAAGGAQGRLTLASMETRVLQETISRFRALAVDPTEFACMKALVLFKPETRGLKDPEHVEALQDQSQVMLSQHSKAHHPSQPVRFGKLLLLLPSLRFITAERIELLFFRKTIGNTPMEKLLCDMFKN
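Test system: GST-NR2E3 and biotin-RetCOR proteins | Quantity: 1.35 nM GST-tagged NR2E3 final | Medium: Tris pH 7.5 | Also added: 7 nM biotin-RetCOR | Dosing: Compound at 4.8 µM, single dose | Timing: 5 h at 4 °C | Detection: Time-resolved FRET | Read-out basis: Percent inhibition | Benchmarks: Biotin wells as high control, 0.6% DMSO wells as low control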
MITF TRPM1 inh: inhibitors of MITF-dependent TRPM1 promoter reporter, primary screen, cell-based, SK-MEL-5, single point, luciferase. SK-MEL-5 TRPM1 promoter luciferase, 24 h. actives 0.83% (n = 330,000). inhibition, % at 12.5 µM;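 active = mean inhibition across replicates of 60% or more, whatever share of single replicates reaches that level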; note: values of inactives mirror those of a sister screen read the other way
NR2E3 ag-2: NR2E3 agonists in two-hybrid cells, primary screen, cell-based, luminescence, CHO-S, Gal4-NCOR/VP16-NR2E3 | Photoreceptor-specific nuclear receptor (Homo sapiens), Q9Y5X4 | luciferase | inhibition of corepressor binding, % at 3.98 µM | actives 0.35% (n = 360,000) | AID 602229, 2012;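 active = inhibition above the mean of all tested compounds plus 3 SD, cut at about 70% in these data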;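 note: 0% = DMSO with NR2E3 transfected cells and 100% = cells lacking NR2E3 construct; higher means lower luciferase signal from less NR2E3 corepressor binding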
Peg3 prom inh: Peg3 promoter-driven luciferase inhibitors, primary screen, cell-based, HeLa, luciferase luminescence; HeLa PEG-Prom luciferase reporter, overnight; inhibition, % at 20 µM; actives 1.7% (n = 360,000);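 active = inhibition of at least 50% at 20 µM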
iPSC survival up: enhancers of single-cell hiPSC survival, primary screen, ATPlite luminescence. AID 602274, 2012. actives 0.044% (n = 360,000). survival enhancement, % at 20 µM. 100% = ROCK inhibitor wells, 0% = DMSO; in the data active = survival enhancement above about 18%;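 note: cells exposed to compounds for 16 hours before the ATP read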
EBV LMP1 NFkB: EBV LMP1-driven NF-kappaB luciferase reporter inhibitors, primary screen, cell-based, luminescence, single point. AID 504558, 2011. actives 0.69% (n = 350,000). LMP1-induced NF-kappaB luciferase reporter cells. inhibition, % at 12.5 µM; in the data active = inhibition above about 41%;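 note: 0% = neutral control wells and 100% = reference inhibitor control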
KKLEB cytotox: cytotoxicity in KKLEB CF airway cells, primary screen, cytotoxicity control for CF NF-kB inhibitor project, cell-based, uHTS, fluorescence assay plates; KKLEB CF airway cells viability, ATPlite luminescence, overnight; stronger effect = lower value; cells stimulated with P. aeruginosa culture filtrate; actives 0.36% (n = 360,000); AID 602141, 2011; activity change (cytotoxicity), % at 5 µM;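 active = corrected activity change at or below -50% at 5 µM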
CF NFkB inh: inhibitors of PAF-induced NF-kB signaling, primary screen, cell-based, GFP fluorescence, uHTS. AID 588850, 2011. inhibition, % at 5 µM. actives 0.86% (n = 360,000). KKLEB NF-kB-GFP reporter, GFP fluorescence overnight;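 active = at least 50% inhibition at 5 µM, scaled per plate between neutral and stimulator controls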;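 note: PAF is a Pseudomonas aeruginosa culture filtrate used as stimulus; plate controls were PAF-stimulated DMSO wells for no effect and unstimulated DMSO wells for full effect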
Shn3 inh set2: reduction of Shn3 3'UTR firefly luciferase signal, primary screen, Schnurri-3 inhibitor project, cell-based, Clone20 osteoblasts, set 2; Clone20 osteoblast Shn3 3'UTR firefly luciferase, 24 h; inhibition, % at 12.5 µM; actives 0.52% (n = 360,000); AID 588674, 2011;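 active = mean inhibition of at least 75% with every replicate also reaching 75%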;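 note: 0% = median of neutral control wells and 100% = pilot-screen positive control compound; some compounds past the cut are filed as inactive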
Numbers without * were called inactive; . = not tested or not shown. Only part of the results is shown; count on the stated rates, not on these rows.

SMILES	HIF-2a inh	C8 TRAIL sens	NR2E3 ag-1	MITF TRPM1 inh	NR2E3 ag-2	Peg3 prom inh	iPSC survival up	EBV LMP1 NFkB	KKLEB cytotox	CF NFkB inh	Shn3 inh set2
CC(Sc1nnc(-c2ccccc2F)n1C)C(=O)Nc1ccc(N2CCOCC2)cc1 (stereo unspecified)	16	5	.	.	.	1	-2.3	2	12	-24	-2
CCn1c2ccccc2c2cc(NC(=O)COC(=O)Cc3cn4ccsc4n3)ccc21	-9	-20	.	-8	-37	-18	-4.4	-14	13	7	-3
CC1CCCN(C(=O)C2(NC(=O)Nc3cccc(F)c3)CCCCC2)C1 (stereo unspecified)	16	3	-5	17	-22	13	0.1	-4	4	-14	-12
O=C1CC(N2CCOCC2)C(=O)N1c1ccc2c(c1)OCO2 (stereo unspecified)	10	-3	-3	-6	-16	9	-1.7	-2	3	0	-9
COC1CC(NC(C)=O)C(OC(=O)c2ccccc2)C(CBr)O1 (stereo unspecified)	0	-15	.	.	0	-13	0.3	0	-6	6	6
CSc1ccccc1C(=O)Nc1ccc(C)cc1C	-21	-5	6	-14	8	-7	-1.2	4	2	2	5
CCCCN1C[C@H](C)[C@@H](CC(=O)NC)C1=O	4	8	.	.	-3	-5	4.5	-6	6	-24	-14
CC(C)C(=O)Nc1ccc2oc(=O)ccc2c1	11	-9	-2	-13	20	2	-0.3	-8	-3	-8	8
Cc1cccc(OCc2nnc(SCC(=O)NCc3ccc4c(c3)OCO4)o2)c1	2	-6	.	.	-15	1	2.4	-10	-12	9	-1
COc1ccc(N2CCN(C(=O)CSc3nnc(-c4cccnc4)n3-c3ccc(F)cc3)CC2)cc1	14	0	2	0	-8	30	-0.9	3	5	-24	20

Some of the entries above in a different format.
Molecule,HIF-2a inh,C8 TRAIL sens,NR2E3 ag-1,MITF TRPM1 inh,NR2E3 ag-2,Peg3 prom inh,iPSC survival up,EBV LMP1 NFkB,KKLEB cytotox,CF NFkB inh,Shn3 inh set2
CCCCN1C[C@H](C)[C@@H](CC(=O)NC)C1=O,4,8,.,.,-3,-5,4.5,-6,6,-24,-14
CC1CCCN(C(=O)C2(NC(=O)Nc3cccc(F)c3)CCCCC2)C1 (stereo unspecified),16,3,-5,17,-22,13,0.1,-4,4,-14,-12
CC(Sc1nnc(-c2ccccc2F)n1C)C(=O)Nc1ccc(N2CCOCC2)cc1 (stereo unspecified),16,5,.,.,.,1,-2.3,2,12,-24,-2
Cc1cccc(OCc2nnc(SCC(=O)NCc3ccc4c(c3)OCO4)o2)c1,2,-6,.,.,-15,1,2.4,-10,-12,9,-1
COc1ccc(N2CCN(C(=O)CSc3nnc(-c4cccnc4)n3-c3ccc(F)cc3)CC2)cc1,14,0,2,0,-8,30,-0.9,3,5,-24,20

Going on with the list:
SMILES	HIF-2a inh	C8 TRAIL sens	NR2E3 ag-1	MITF TRPM1 inh	NR2E3 ag-2	Peg3 prom inh	iPSC survival up	EBV LMP1 NFkB	KKLEB cytotox	CF NFkB inh	Shn3 inh set2
COc1ccccc1N1CCN(C2CCN(C(=O)COc3cccc(C)c3)CC2)CC1	16	0	-2	3	-10	17	-1.4	-1	-4	8	-17
COCCn1c(N2CCCC2)nc2c1c(=O)[nH]c(=O)n2C	7	-12	0	-8	-12	7	1.0	7	-10	13	19
C[C@H]1CN([C@@H](C)CO)C(=O)c2c(c3ccccc3n2C)-c2ccccc2CO[C@H]1CN(C)C(=O)[C@@H]1CCCN1C	-5	4	.	.	-15	-7	-0.4	-2	-4	-1	15
N/C(=N\N=C\c1ccnc2ccccc12)SC1CC(=O)N(c2ccc(Br)cc2)C1=O (stereo unspecified)	13	3	-1	11	-1	45	1.0	4	-26	14	11
CCOc1ccc2ccccc2c1/C=N/NC(=O)c1ccncc1	8	6	-2	-4	8	13	0.0	6	-6	18	-3
N#Cc1cc(C#N)c(N2CCN(c3cccc(Cl)n3)CC2)nc1N	-282	5	2	-16	-71	-161	0.1	-13	-5	-10	-5
COc1ccc(C2=NN(CN3C(=O)C(=O)c4ccccc43)C(c3ccc(OC)cc3)C2)cc1 (stereo unspecified)	-240	-5	-3	-49	-9	-181	2.0	-29	2	-18	-73
Cc1cccc(NC(=O)COc2coc(CN3CCN(c4ccccc4)CC3)cc2=O)c1	-5	31	-2	0	-10	13	-0.4	0	-3	-1	22
Cc1ccc(NC(=O)NC(=O)c2cnccc2C(F)(F)F)c(C)c1	8	8	-1	-6	9	-8	0.6	-8	2	-21	13
CC(Nc1ccc(Br)cc1)C(=O)NC(=O)NC1CCCCC1 (stereo unspecified)	8	0	.	.	-9	1	0.8	-2	-12	8	1
C[C@H](N)C(=O)NC[C@H]1O[C@@H](n2cnc3c(N)ncnc32)[C@H](O)[C@@H]1O	3	6	.	1	10	8	-2.3	2	0	-3	-6
CN(CC12CC3CC(CC(C3)C1)C2)C(=O)c1ccco1	0	-8	0	1	-3	-8	0.3	-13	2	-23	6
COCCN(CCOC)S(=O)(=O)c1ccc(C(=O)Nc2nc3c(s2)CCc2ccccc2-3)cc1	6	26	0	8	15	36	1.5	9	-25	22	8
CCOCCOC(=O)COc1ccc2c(=O)c(Oc3ccc(OC)cc3)coc2c1	3	-1	3	.	-1	4	-0.4	9	-4	18	-25
CCc1nc2ccc(C(=O)Nc3cccc(OC)c3)cn2c1N(CC)CCN(C)C	-9	-18	.	.	24	-13	1.2	.	6	-2	-15
CCn1c(CNC(=O)COc2ccc(C(C)C)cc2)nnc1SCC(=O)Nc1ccc(F)cc1	11	-1	2	4	-13	14	1.2	-3	-14	12	-2
COc1cccc(CC(=O)Nc2cc(S(=O)(=O)N3CCOCC3)ccc2N2CCN(C)CC2)c1	2	-17	2	-7	-4	7	-0.5	5	21	-17	-20
CCOC(=O)C1=NNC(C(=O)c2ccccc2)C1c1ccc(OC)cc1 (stereo unspecified)	13	-6	-2	7	-17	6	1.9	1	-10	-3	5
CCCc1nc(SCC(=O)N2CCc3ccccc3C2)c2ccccc2n1	35	7	7	10	2	25	-0.5	11	-6	19	-9
NC(CSCc1ccccc1Cl)C(=O)O (stereo unspecified)	9	-11	2	7	-32	-7	0.7	6	16	-2	4
O=C(Cc1nc2ccccc2[nH]c1=O)c1ccc(Cl)cc1	-278	60*	0	-49	-80	-233	-0.8	-53	-21	-4	-67
CCOc1ccc(OCC)c(S(=O)(=O)N2CCOCC2)c1	21	29	3	-4	0	6	-0.1	-3	-6	-9	5
COc1cc(C(=O)N2CCCCC2)ccc1OCC(=O)Nc1ccc(F)cc1	3	-17	2	-8	-1	-7	0.2	-3	-12	6	9
N#CC1=C2Sc3ccccc3N2CCCC1=O	-98	2	-1	-13	-13	-94	-0.8	-9	4	-10	-2
CCCn1c(-c2ccc[nH]c2=O)nc2ccccc21	12	-1	0	0	-17	-6	1.3	-10	5	-9	12
Cc1ccccc1NC(=O)CSc1nc2cc3c(cc2cc1C)CCC3	-4	9	5	41	1	32	-1.0	9	-9	43	0
CC(C(=O)NCC(=O)Nc1ccc(F)c(F)c1F)N1CCN(c2ccc(O)cc2)CC1 (stereo unspecified)	-8	-2	-2	8	11	20	-2.5	4	-2	0	1
Cc1noc(/C=C/c2ccco2)c1S(=O)(=O)N1CCC(C(=O)N2CCc3ccccc32)CC1	1	15	1	5	16	1	-1.2	-2	3	-8	12
COc1ccccc1NC(=O)c1nnn(Cc2ccccc2)c1NC(C)=O	11	-7	-2	9	10	25	3.7	-5	6	-14	-1
Cc1ccc(SCCC(=O)N2CCOCC2)cc1	-122	-5	3	-16	-35	-103	2.2	-11	-4	1	-31
COc1ccccc1NC(=O)c1ccc(NC(=O)COC(=O)CCC2CCCC2)cc1	8	0	1	4	2	2	-2.2	6	11	-2	5
O=C1COc2ccc(C(=O)CSc3nnc(Cc4cccs4)n3-c3ccc(Cl)cc3)cc2N1	22	2	4	2	-24	25	-0.8	-10	-15	14	15
Cn1c(SCC(=O)Nc2ccc(Cl)cc2F)nnc1-c1ccco1	1	-15	4	-7	-4	11	0.4	3	3	1	-2
COC(=O)CN1C(=O)COc2ccc(S(=O)(=O)N3CCCCC3)cc21	15	-4	.	.	9	14	0.9	3	-11	13	-25
COc1cc(/C=C(\C#N)c2nc3ccccc3[nH]2)c([N+](=O)[O-])cc1OCc1ccccc1	5	16	4	17	-7	28	-1.0	22	-2	10	33
CCC(=O)Nc1nc(C)c(-c2csc(Nc3cccc(C(=O)O)c3)n2)s1	-14	2	2	3	-82	-39	0.5	10	10	4	-13
COc1cccc(NC(=O)c2oc3ccccc3c2NC(=O)C(C)(C)C)c1	-32	-12	-3	-5	-10	5	-1.4	1	15	-4	2
CC(=O)c1ccc(NC(=O)c2cccc(S(=O)(=O)N3CCN(C)CC3)c2)cc1	-158	-24	3	-64	-30	-144	-0.3	-20	8	-1	-127
COc1ccccc1NC(=O)c1ccc(NC(=O)COC(=O)CC(NC(=O)c2ccccc2Cl)c2ccccc2)cc1 (stereo unspecified)	5	3	5	-19	-8	2	-1.2	0	2	6	10
NC(=O)c1noc(C(=O)N(CC(=O)NC2CCCC2)Cc2ccc3c(c2)OCO3)c1N	-4	4	6	8	-36	6	-0.7	0	7	-6	-44
CCCCN(CC)CCCNC(=O)CC1Oc2ccccc2NC1=O (stereo unspecified)	-5	2	-1	-1	-14	-8	0.0	-4	5	-2	-9
O=C(NC1CCCCC1)C(c1ccc2ncccc2c1)N(Cc1ccc(F)cc1)C(=O)c1cccs1 (stereo unspecified)	13	9	-2	10	-28	19	-1.1	0	-11	-3	17
